D2 antag: antagonizes the human D2 dopamine receptor; HEK293 TREx D2 cells, calcium flux, dopamine EC80; inhibition, % at 10 µM; 340,000 tested, 2% active; in the data active = inhibition above about 30%; also: 0% is about no effect
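Inhibition of EC80 dopamine-driven calcium flux, recorded kinetically, defines activity here; cells are a tetracycline-induced HEK293 T-REx line expressing force-coupled D2.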
TRHR ag: agonists of human TRH receptor; activation, % at 2 µM; AID 493084; P34981; TRHR cells, calcium flux fluo-8, FDSS agonist mode; 360,000 tested, 0.18% active; in the data active = activation above about 30%; also: 0% is about no effect
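TRHR-expressing cells loaded with fluo-8 calcium dye; 23 nL library compound pin-transferred, kinetic FDSS fluorescence (Ex 480/Em 530) recorded about 180 s for agonist-induced calcium release, before a 10 nM TRH EC20 addition for potentiator mode.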
TrxR1 substrate: is turned over as a substrate by rat TrxR1; O89049; purified TrxR1 substrate turnover, NADPH consumption readout; Potency, µM (series often up to 114 µM), for inactives: at the top dose activity change, negative = substrate turnover; 390,000 tested, 0.01% active; AID 588456; also: potency is read from the fitted curve at half-maximal effect; % is scaled to controls: 0 for no effect and ±100 for the full control effect; nearly all actives have a fitted effect of over 50% in size
Target sequence (O89049 whole entry, looked up): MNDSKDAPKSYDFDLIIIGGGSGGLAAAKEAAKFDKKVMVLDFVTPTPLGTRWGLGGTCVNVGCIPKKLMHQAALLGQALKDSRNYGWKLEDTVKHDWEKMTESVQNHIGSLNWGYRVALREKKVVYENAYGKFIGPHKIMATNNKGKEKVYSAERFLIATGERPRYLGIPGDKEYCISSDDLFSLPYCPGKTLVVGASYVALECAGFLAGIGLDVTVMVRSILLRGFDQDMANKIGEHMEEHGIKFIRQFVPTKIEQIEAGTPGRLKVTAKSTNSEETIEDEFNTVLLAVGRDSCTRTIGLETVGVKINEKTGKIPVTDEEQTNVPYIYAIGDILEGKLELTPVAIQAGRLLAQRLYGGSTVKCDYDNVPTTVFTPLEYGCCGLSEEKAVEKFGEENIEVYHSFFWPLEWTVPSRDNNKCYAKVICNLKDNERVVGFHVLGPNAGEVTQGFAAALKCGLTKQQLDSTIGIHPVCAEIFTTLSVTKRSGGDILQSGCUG
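Rat TrxR1, dispensed at 90 nM, was prereduced with 400 uM NADPH (final) for 5 min at ~22 deg C, then incubated with compound 15 min before 400 uM selenite. A first-read NADPH fluorescence drop versus no-compound background flagged substrates.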
mIDH1 inhibitor: inhibitors of human mutant IDH1 R132H; O75874; IDH1-R132H enzyme, NADPH consumption, diaphorase/resazurin fluorescence; Potency, µM (doses to about 76.6 µM), inactives show top-dose activity change, negative = inhibition, actives largely listed as inhibitors; 390,000 tested, 0.093% active; AID 602179; also: potency is read from the fitted curve at half-maximal effect; % is scaled to controls: 0 for no effect and ±100 for the full control effect; nearly all actives have a fitted effect of over 65% in size
Target sequence (O75874 whole entry R132H, stated change not applied): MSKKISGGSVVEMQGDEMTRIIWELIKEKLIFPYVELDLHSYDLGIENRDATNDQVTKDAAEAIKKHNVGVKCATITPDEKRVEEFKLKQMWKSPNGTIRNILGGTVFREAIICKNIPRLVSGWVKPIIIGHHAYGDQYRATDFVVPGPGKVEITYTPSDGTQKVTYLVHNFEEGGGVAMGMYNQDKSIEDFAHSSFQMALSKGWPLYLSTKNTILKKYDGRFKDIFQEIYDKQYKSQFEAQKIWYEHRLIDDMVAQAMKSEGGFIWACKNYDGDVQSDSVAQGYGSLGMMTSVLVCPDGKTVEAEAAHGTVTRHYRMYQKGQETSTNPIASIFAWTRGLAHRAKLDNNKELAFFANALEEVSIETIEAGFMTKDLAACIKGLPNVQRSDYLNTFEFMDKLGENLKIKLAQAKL
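IDH1-R132H (0.5 ug/mL dispensed) in pH 7.5 Tris buffer was preincubated 30 min with compound, then given a substrate mix of 0.016 mM NADPH and 2 mM alpha-KG for 80 min at room temperature; remaining NADPH was read by diaphorase/resazurin fluorescence.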
D2 ag: D2 dopamine receptor (human) agonism | AID 485358 | activation, % at 2 µM | HEK293 T-REx D2 cells, calcium flux agonist mode | P14416 | 340,000 tested, 0.53% active;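 active = activation over 3 SD above normal in the single-dose calcium agonist read, cut at about 30% in these data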; also: 0% is about no effect
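HEK293 Trex D2 cells, tetracycline-induced, o/n 30 C 5% CO2; no-wash Ca dye, RT 30–90 min; 10-cycle baseline, 23 nl cpd added, kinetic Ca read 180 s; agonist hits = positive Ca response.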
TRHR enhancer: allosteric enhancers of human TRH receptor; P34981; TRHR cells, fluo-8 calcium fluorescence, EC20 TRH enhancement; enhancement, % at 2 µM; 360,000 tested, 0.66% active; AID 493056; in the data active = enhancement above about 30%; also: 0% is about no effect
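Enhancer read-out: after compound pinning and an initial kinetic agonist-mode read, an EC20 of TRH (10 nM final) was injected and fluo-8 calcium signal (Ex 480/Em 530) followed at 1 s/cycle for 100 cycles in TRHR-expressing cells.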
USP1-UAF1 inh: blocks the human USP1/UAF1 deubiquitinase complex; recombinant USP1/UAF1, Ub-Rhodamine cleavage fluorescence; Potency, µM (doses to about 57.1 µM), inactives show top-dose activity change, negative = inhibition, usual class: inhibitors; 390,000 tested, 0.23% active; also: potency is read from the fitted curve at half-maximal effect; % is scaled to controls: 0 for no effect and ±100 for the full control effect; nearly all actives have a fitted effect of over 60% in size; inactives centre near -12
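USP1/UAF1 complex at 1 nM was preincubated with compound for 15 min at room temperature, then Ub-Rho substrate (150nM final) was added. Fluorescence (480/540 nm) was read kinetically, 6 reads every 60 seconds.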
Pin1 inh: blocks the human prolyl isomerase Pin1 | Pin1 FP peptide displacement, HiFluor488, 10 min | 390,000 tested, 0.009% active | Q13526 | Potency, µM (doses to about 115 µM), for inactives: top-dose activity, negative = inhibition, usual class: inhibitors; active = well fitted inhibition curve with a large enough effect in the polarisation, with a control signal flat, not every such curve was filed as active; inconclusive = small, poorly fitted or top-dose-only effect, or effect the other way, or a change in a side signal; inactive = no such curve, though single readings can be large or run the other way; the % refers to the polarisation; also: potency is read from the fitted curve at half-maximal effect; % is scaled to controls: 0 for no effect and ±100 for the full control effect
Target sequence (Q13526 whole entry, looked up): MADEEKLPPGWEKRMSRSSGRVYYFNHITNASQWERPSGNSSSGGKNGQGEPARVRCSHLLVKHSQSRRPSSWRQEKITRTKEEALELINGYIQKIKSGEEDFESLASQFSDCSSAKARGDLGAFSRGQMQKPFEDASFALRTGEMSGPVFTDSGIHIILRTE
rTrxR1 inhibitor: blocks rat thioredoxin reductase 1. recombinant rTrxR1, NADPH fluorescence consumption, selenite substrate. AID 588453. 390,000 tested, 1% active. Potency, µM (series often up to 114 µM), for the others: at the top dose activity change, negative = inhibition, usual class: inhibitors; also: potency is read from the fitted curve at half-maximal effect; % is scaled to controls: 0 for no effect and ±100 for the full control effect; nearly all actives have a fitted effect of over 65% in size
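Rat TrxR1 (90 nM in the dispensed reagent) was pre-reduced with 400 uM NADPH for 5 min at room temperature, then incubated with compound for 15 min. After 400 uM selenite was added, NADPH fluorescence (Ex 340/Em 450 nm) was followed for 8 min.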
Numbers without * were called inactive; ? = inconclusive; nt = not tested or not shown; & = joins results of further samples; [ ] = another dose, or the depositor's remark. Unless noted, calls follow the shape of the dose curve; as a rule, active = well fitted inhibition curve with a large enough effect; inconclusive = small, poorly fitted or top-dose-only effect; inactive = no such curve, though single readings can be large or run the other way. An excerpt, so the mix of outcomes need not match the whole.

Molecule	TrxR1 substrate	D2 antag	D2 ag	TRHR enhancer	Pin1 inh	USP1-UAF1 inh	TRHR ag	mIDH1 inhibitor	rTrxR1 inhibitor
O=C(N/N=C/c1ccco1)c1cc(Br)ccc1OCc1ccccc1	15%	0	-1.2	5	0%	15%	1.0	3%	5%[57.1 µM]
COc1ccc(NC(=O)CN(Cc2ccccc2)S(=O)(=O)c2ccc3nc(C)sc3c2)cc1	-3%[57.1 µM]	nt	nt	-2	3%	-5%	1.0	26%	2%[57.1 µM]
CCCC1CC(C)(C(=O)Cn2[nH]c(=O)ccc2=O)OC1=O (stereo not given)	6%[57.1 µM]	3	-0.4	-3	1%	-9%	0.4	-1%	-1%[57.1 µM]
COc1cccc(-c2cccc(NC(=O)C3CCN(Cc4ccon4)CC3)c2)c1	-1%	8	0.6	-5	-6%	-14%	-0.2	1%	23%
Cc1ccc(C(=O)CSc2nnc(-c3ccc4[nH]c(C)c(C)c4c3)o2)cc1C	9%	2	0.3	-3	10%	-24%	0.3	11%	18%
O=C(Nc1nnc(COc2ccccc2)s1)C1CCN(S(=O)(=O)c2ccc(Cl)cc2)CC1	1%	-3	0.6	2	18%	-1%	1.8	8%	22%
N#CC(C(=O)NC1CCCCC1)c1nc2ccccc2nc1N1CCN(c2ccccc2F)CC1 (stereo not given)	-3%	-7	-1.6	-5	?	-18%	0.9	6%	-7%
CC1CC(C)CN(C(=O)CN(C)S(=O)(=O)c2ccc3c(c2)c(=O)n(C)c(=O)n3C)C1 (stereo not given)	1%	7	0.5	-5	-7%	-13%	-1.0	-2%	17%
CCCCOc1ccccc1C1NC(=O)NC(C)=C1C(=O)OCc1ccco1 (stereo not given)	7%	-4	-0.2	-11	14%	-15%	0.0	-1%	-19%
CC(C)C(c1nnnn1C1CCCC1)N1CCC(C(N)=O)CC1 (stereo not given)	-7%	-7	0.1	2	3%	-2%	1.4	-3%	-8%
CCCc1ccc2oc(C(=O)N(Cc3ccncc3)CC3CCCO3)c(C)c2c1 (stereo not given)	-8%	11	-0.9	-1	6%	-15%	-0.4	-12%	6%
CNC(=O)COc1ccc(Nc2nnc(-c3ccc(C)c(S(=O)(=O)NC(C)(C)C)c3)c3ccccc23)cc1	-4%	nt	0.9	4	4%	-18%	-1.6	17%	-1%
C[C@]12c3[nH]c4ccc(Cl)cc4c3CCN1C(=O)[C@@H](CC(=O)NCCCn1ccnc1)C[C@@H]2C(=O)N1CCCCC1	-7%	nt	nt	nt	0%	-24%	nt	-9%	3%
CCN(CC(=O)Nc1ccc(OC)cc1)C(=O)c1ccc(OCc2c(C)noc2C)cc1	0%[57.1 µM]	nt	nt	nt	-3%	-9%	nt	-9%	7%[57.1 µM]
COc1ccccc1NC(=O)c1ccccc1C(=O)Nc1ccccc1OC	-15%	4	-0.2	-13	-3%	-4%	0.0	0%	-16%
COc1ccc2ccccc2c1/C=N/NC(=S)Nc1cc(S(=O)(=O)N2CCOCC2)ccc1N1CCOCC1	-6%	6	0.8	5	24%	-16%	0.9	-5%	-8%
CC(C)(C)C(=O)Nc1ccc2nc(SCC(=O)N3CCc4ccccc43)sc2c1	-2%	nt	-2.0	12	6%	-6%	-2.3	12%	6%
Cc1ccc(C)c(NC(=S)N2CCC(N(C)CC3CCCO3)CC2)c1 (stereo not given)	7%[57.1 µM]	-6	0.5	22	-9%	-14%	-0.8	4%	23%[57.1 µM]
OCCC1CN(Cc2cccs2)CCN1Cc1ccccc1 (stereo not given)	2%[57.1 µM]	-10	0.0	0	-1%	-12%	0.3	0%	1%[57.1 µM]
CCN(CC)S(=O)(=O)c1ccc2c(c1)nc(CCC(=O)Nc1ccc3c(c1)OCO3)n2C	1%	3	-1.2	11	0%	-19%	0.3	10%	3%
Cc1cc(C)n2nc(CC(=O)NCc3ccc(F)cc3)nc2n1	-22%[57.1 µM]	5	0.4	3	1%	-16%	0.7	3%	14%
CCOC(=O)/C=C/c1nc(C(=O)OCC)c(C)c(=O)[nH]1	-1%	-10	-0.5	-3	-14%	5%	-1.5	2%	4%[57.1 µM]
COc1ccc(-c2noc(N3CCC(C(=O)N4CCN(c5ccccc5F)CC4)CC3)n2)cc1	-5%	nt	-0.2	10	-1%	-9%	-0.1	26%	-7%
CCCOc1ccc(NC(=O)C2CC(=O)N/C(=N/N=C(\C)CCc3ccc4c(c3)OCO4)S2)cc1 (stereo not given)	-6%	-6	-1.6	-2	1%	-17%	-0.8	-1%	-2%
Cc1cc(C)c(/C([O-])=C(/C(=S)Nc2ccc(SC(F)F)cc2)[n+]2ccccc2)cc1C	-3%	0	-0.2	0	11%	-23%	-0.7	6%	-6%
CC(C)CC(NC(=O)C(NC(=O)OC(C)(C)C)C(C)C)C(=O)N1CCCC1C(N)=O (stereo not given)	6%	-6	-2.1	1	-5%	-19%	-0.3	3%	22%
CC(C)NOC(=O)c1ccc(Cl)cc1	-7%	10	0.5	5	1%	-17%	-0.6	0%	-2%
CN1CCN(CCCNC(=O)c2nnc(Cc3c(F)cccc3Cl)o2)CC1	14%	-21	-0.3	2	-6%	-11%	0.3	10%	30%
Clc1ccc(Nc2ccccc2)nn1	3%	-4	0.2	-8	3%	-12%	-0.5	9%	6%
N#CCCN(C(=O)COC(=O)CCNS(=O)(=O)c1ccccc1)c1ccccc1	-5%	-5	-1.5	-3	7%	-2%	1.0	-17%	6%
Cc1cc(C(=O)CCC(=O)Nc2ccc(S(N)(=O)=O)cc2)c(C)s1	1%	1	0.8	5	0%	-14%	0.2	-9%	19%
CCC1(CC)C(=O)C2=C3C1[C@H](C(=O)OC)C=C(C(=O)OC)C[C@H]3[C@H]1C(=O)N(Cc3ccccc3)C(=O)[C@H]1[C@H]2C (stereo not given in full)	3%[57.1 µM]	nt	nt	nt	-6%&-2%	-14%	nt	-1%	17%&-5%
O=C(COC(=O)COc1ccccc1)Nc1cccnc1Cl	0%	nt	nt	nt	2%	-21%	nt	1%	-3%
Cc1cc(=O)oc(C)c1C(=O)NCCCN1CCN(c2ccc(F)cc2)CC1	-11%	-12	1.2	5	2%	-11%	0.3	3%	?
O=C1NN=COc2ccccc21	9%	-13	0.1	9	1%	-22%	0.5	-6%	22%
Cc1cnc(C(=O)Nc2nc(-c3ccccc3)cs2)cn1	-5%	0	1.1	5	12%	-8%	0.7	-1%	-9%
Cc1cc(C)nc(N2CCCC(C(=O)Nc3ccc4nc(C)c(C)nc4c3)C2)n1 (stereo not given)	4%[57.1 µM]	20	-0.8	1	-1%	-2%	-0.5	-1%	3%
COc1ccc(CCC(=O)NC2CC(=O)N(c3ccc(OC)cc3)C2)cc1 (stereo not given)	-5%[57.1 µM]	nt	0.8	5	-2%	-22%	-0.1	-10%	4%[57.1 µM]
CCN(CC)CCC(=O)Nc1ccc2c(c1)N(C(=O)CN(CC)CC)c1ccccc1CC2	11%	1	-0.4	-4	?	-22%	-0.1	6%	21%[57.1 µM]
Cc1cc(/C=N/NC(=O)c2cccc([N+](=O)[O-])c2)c(C)n1-c1ccccc1	-3%[57.1 µM]	nt	nt	-2	-3%	-6%	-1.3	12%	28%[57.1 µM]
O=C1NC(c2ccc(Cl)c([N+](=O)[O-])c2)Nc2ccccc21 (stereo not given)	0%	2	-0.6	-1	-2%	-10%	0.1	3%	28%
O=C(Nc1ccc(C(=O)OCc2cc(=O)n3c4c(sc3n2)CCCC4)cc1)c1ccc(Cl)cc1	5%[57.1 µM]	nt	1.1	-5	17%	-11%	0.7	-3%	17%[57.1 µM]
CC(=O)Nc1cccc(/C(C)=N/N2C(C)CCCC2C)c1 (stereo not given)	-4%	-2	0.1	3	2%	-2%	-0.9	-4%	12%
Cc1ccccc1-c1nc(CS(=O)(=O)CC(=O)NC2CCCC2)c(C)o1	1%	-8	-1.4	3	0%	-15%	-0.3	-5%	-12%
Cc1nc(N2C(=O)c3oc4ccccc4c(=O)c3C2c2cccc(OCCC(C)C)c2)sc1C (stereo not given)	0%	nt	nt	-1	5%	8%	0.3	0%	3%
O=C(N/N=C/c1ccco1)C(O)C(O)C(=O)N/N=C/c1ccco1 (stereo not given)	-6%	-20	0.0	5	1%	-17%	-0.1	-6%	-18%
O=C1OC(c2ccc(Cl)cc2)=N/C1=C\C=C\c1ccco1	-5%	7	-0.3	-4	-2%	-8%	0.6	4%	-21%
Cc1c(NC(=O)c2ccc(N3CCC(C)CC3)c([N+](=O)[O-])c2)cccc1-c1nc2ccccc2o1	-4%	nt	nt	4	-11%	5%	5.7	0%	15%
CN(CC(=O)Nc1ccccc1C(F)(F)F)C(=O)COc1ncnc2sccc12	5%	4	1.3	-2	18%	-15%	0.8	-1%	6%
CCC(Oc1ccccc1)C(=O)Nc1nnc(S(=O)(=O)N2CCCC2)s1 (stereo not given)	-2%&3%	10	0.0&-0.2	-3&-6	5%&2%	?	0.8&0.2	7%&0%	21%&5%

Reformatted: three of the compounds above
SMILES: CCN(CC(=O)Nc1ccc(OC)cc1)C(=O)c1ccc(OCc2c(C)noc2C)cc1
  TrxR1 substrate = 0%[57.1 µM] | D2 antag = nt | D2 ag = nt | TRHR enhancer = nt | Pin1 inh = -3% | USP1-UAF1 inh = -9% | TRHR ag = nt | mIDH1 inhibitor = -9% | rTrxR1 inhibitor = 7%[57.1 µM]

SMILES: COc1ccccc1NC(=O)c1ccccc1C(=O)Nc1ccccc1OC
  TrxR1 substrate = -15% | D2 antag = 4 | D2 ag = -0.2 | TRHR enhancer = -13 | Pin1 inh = -3% | USP1-UAF1 inh = -4% | TRHR ag = 0.0 | mIDH1 inhibitor = 0% | rTrxR1 inhibitor = -16%

SMILES: COc1ccc2ccccc2c1/C=N/NC(=S)Nc1cc(S(=O)(=O)N2CCOCC2)ccc1N1CCOCC1
  TrxR1 substrate = -6% | D2 antag = 6 | D2 ag = 0.8 | TRHR enhancer = 5 | Pin1 inh = 24% | USP1-UAF1 inh = -16% | TRHR ag = 0.9 | mIDH1 inhibitor = -5% | rTrxR1 inhibitor = -8%

Compound activity as filed in PubChem.
